Cardiac RTF inh: cardiac RTF calcium desensitization | IANBD-labeled cardiac RTF, Ca2+ fluorescence | inhibition, % at 7.15 µM | hit rate 0.12% among 340,000 | AID 493244;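 active = inhibition above the mean inhibition of all tested compounds plus 3 SD, cut at about 17% in these data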;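 also: assay run at fixed EC70 calcium of 1.6 mM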
Keap1 Nrf2 FP: disrupts human Keap1 binding to Nrf2 peptide; Q14145; Keap1 Kelch-Nrf2 peptide fluorescence polarization, 1536-well; inhibition, % at 9.4 µM; hit rate 0.15% among 340,000; in the data active = inhibition above about 12%;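 also: human Keap1 Kelch domain with fluorescein labeled Nrf2 9mer peptide probe; 0% = neutral control wells and 100% = peptide positive control; higher means more block of Keap1 binding to Nrf2 peptide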
Target sequence (Q14145 whole entry, looked up, the tested form may be a part): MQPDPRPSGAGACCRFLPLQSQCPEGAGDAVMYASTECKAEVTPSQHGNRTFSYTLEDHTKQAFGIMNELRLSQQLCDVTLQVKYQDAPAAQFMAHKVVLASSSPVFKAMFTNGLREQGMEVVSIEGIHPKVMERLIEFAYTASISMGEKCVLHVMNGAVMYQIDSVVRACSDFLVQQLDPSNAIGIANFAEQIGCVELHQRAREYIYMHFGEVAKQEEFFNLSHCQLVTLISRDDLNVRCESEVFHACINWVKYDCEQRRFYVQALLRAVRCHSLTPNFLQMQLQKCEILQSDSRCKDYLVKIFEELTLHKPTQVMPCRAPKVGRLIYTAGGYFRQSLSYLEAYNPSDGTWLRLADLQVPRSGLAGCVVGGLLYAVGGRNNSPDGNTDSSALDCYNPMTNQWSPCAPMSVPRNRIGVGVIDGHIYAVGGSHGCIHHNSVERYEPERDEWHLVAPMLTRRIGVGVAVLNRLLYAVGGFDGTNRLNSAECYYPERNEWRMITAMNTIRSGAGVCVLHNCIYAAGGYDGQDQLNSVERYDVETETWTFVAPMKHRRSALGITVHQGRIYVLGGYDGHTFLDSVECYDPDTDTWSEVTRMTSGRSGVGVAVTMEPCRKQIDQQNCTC
CAL PDZ FP-1: inhibitors of human CAL PDZ peptide binding | Q9HD26 | purified CAL PDZ, TMR-peptide fluorescence polarization, 1 h | inhibition, % at 20 µM | hit rate 0.02% among 330,000 | AID 504414;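 active = highest replicate inhibition of at least 40%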;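 also: plate controls were DMSO neutral control wells for no effect and unlabeled competitor peptide control wells for full effect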
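material = purified tagged CAL PDZ domain construct (CerCALP) | buffer or medium = sodium phosphate/NaCl buffer pH 7.4 with TCEP, IgG, Thesit | reagent = TMR-labelled reporter peptide T*-PRC34 bound in PDZ groove | incubation = 1 h room-temperature incubation prior to read | measured by = fluorescence polarization (mP) | evaluation = percent inhibition from loss of millipolarization | control set = unlabelled peptide and DMSO controls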
C-LANA FP: blocks KSHV LANA C-terminal domain binding to DNA | MBP-C-LANA/FAM-LBS DNA binding, fluorescence polarization | inhibition, % at 9 µM | hit rate 0.078% among 340,000 | AID 504423;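 active = highest replicate inhibition at or above 60% at 9 µM, even if other replicates fall short; inactive = all replicates below 60% inhibition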;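 also: 0% = neutral control wells and 100% = 4 µM acridine orange control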
DAGLB inhibitor: blocks human DAGLB lipase activity | Q8NCG7 | HEK293T DAGLB membrane lysate, EnzChek fluorogenic substrate | inhibition, % at 5.17 µM | hit rate 0.059% among 340,000 | AID 504411; in the data active = inhibition above about 34%;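 also: 0% = enzyme with vehicle and 100% = wells lacking enzyme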
PKA-R2B act: activators of human PKA-R2B complex | P22694+P31323 | PKA-R2B holoenzyme dissociation, Cy5-IP20 fluorescence polarization; R2B truncated from residue 108, S112A mutant; 0% DMSO only, 100% 113 µM cGMP | activation, % at 11.4 µM | hit rate 0.079% among 340,000;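 active = activation above a cutoff set at the mean over all compounds plus 3 SD, cut at about 18% in these data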;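 also: higher means more holoenzyme dissociation and a rise in polarization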
SR-BI uptake up: SR-BI HDL lipid transfer activation. CHO ldlA[mSR-BI] cells, DiI-HDL uptake fluorescence, 3 h; 100 = double the neutral-control signal. activation, % at 12.5 µM. hit rate 0.096% among 320,000;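 active = mean replicate activation of at least 60% and every replicate at or above 60%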;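 also: 0% = median plate neutral-control signal and 100% = twice that signal; values of inactives mirror those of a sister screen read the other way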
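Test system: SR-BI-overexpressing, LDLR-lacking CHO cells; Also added: labelled HDL, 10 µg/mL; Measured by: bottom-read cell fluorescence after medium removal, ex 550/em 595 nm; Timing: 3 h uptake period with compound, 37 °C; Buffer or medium: F12, 0.5% BSA, 25 mM HEPES; Doses: single compound concentration, delivered by pin transfer.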
CAL PDZ FP-2: inhibitors of human CAL PDZ peptide binding; AID 602252; purified CAL PDZ, TMR-peptide fluorescence polarization, 1 h; hit rate 0.92% among 300,000; Q9HD26; inhibition, % at 24.9 µM;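 active = mean inhibition of at least 30% with at least half of replicates also reaching 30%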;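 also: 0% = DMSO neutral control and 100% = excess unlabeled competitor peptide PRC23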
RTF Ca sens act: cardiac RTF calcium sensitization; hit rate 0.24% among 340,000; IANBD-labeled TnC RTF fluorescence at EC20 calcium; 0% EC20 calcium, 100% full calcium; activation, % at 7.2 µM; AID 493008;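 active = activation above the mean over all tested compounds plus 3 SD, cut at about 30% in these data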;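 also: rise in fluorescence read as greater calcium sensitivity of cardiac thin filaments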
Rtt109 Vps75: inhibitors of Candida albicans Rtt109/Vps75 histone acetyltransferase; purified Rtt109/Vps75, ThioGlo CoA-SH fluorescence, 4 h; hit rate 0.16% among 330,000; inhibition, % at 34.9 µM; AID 540336; Q5AAJ8;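 active = inhibition of at least 50% in every replicate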
Target sequence (Q5AAJ8 whole entry, looked up): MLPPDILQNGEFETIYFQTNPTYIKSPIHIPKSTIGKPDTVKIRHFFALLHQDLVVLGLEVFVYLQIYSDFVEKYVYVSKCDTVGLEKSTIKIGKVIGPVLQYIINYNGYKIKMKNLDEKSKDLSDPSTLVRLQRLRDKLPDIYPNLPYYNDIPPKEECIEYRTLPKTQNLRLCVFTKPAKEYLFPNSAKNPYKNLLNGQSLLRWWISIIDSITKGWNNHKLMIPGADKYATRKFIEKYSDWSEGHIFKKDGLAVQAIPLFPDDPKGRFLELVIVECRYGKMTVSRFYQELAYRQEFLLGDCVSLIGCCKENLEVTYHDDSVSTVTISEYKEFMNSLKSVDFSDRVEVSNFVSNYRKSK
* marks the source's active call; other numbers are inactive results; . = not tested or not shown.

SMILES | Cardiac RTF inh | Keap1 Nrf2 FP | CAL PDZ FP-1 | C-LANA FP | DAGLB inhibitor | PKA-R2B act | SR-BI uptake up | CAL PDZ FP-2 | RTF Ca sens act | Rtt109 Vps75
Cc1ccc(C)c(NC(=S)NCCc2ccc(S(N)(=O)=O)cc2)c1 | -14 | -3 | -2.7 | 0.0 | 0 | -10 | -20 | 2 | 0 | -10
COCCn1c(=NC(=O)CSCC(=O)NC2CCCCC2)sc2cc(OC)ccc21 | -3 | 7 | -0.6 | 1.1 | 3 | 12 | -58 | -15 | 10 | 10
Cc1nc2ccc(C(=O)NCc3ccc4c(c3)OCO4)cc2s1 | 1 | -2 | -1.3 | -1.0 | -3 | 6 | 8 | 1 | 6 | 0
CC(=O)N1CCn2c3c(c(=O)c4cc(C)ccc42)CCC31 (centres undefined) | -24 | -4 | 0.4 | 1.9 | -6 | -1 | 2 | 0 | 6 | -1
Cc1ccc(N(C(=O)C2CCC(=O)N2)C2(C(=O)NC3CCCCC3)CCCCC2)cc1 (centres undefined) | -5 | -1 | -1.7 | 3.4 | -3 | 3 | 4 | 3 | -7 | -10
Cc1ccccc1N(CC(=O)NC1CCCC1)C(=O)CS(=O)CC(=O)Nc1ccc2c(c1)OCO2 (centres undefined) | -5 | -1 | -0.1 | -1.2 | -1 | 5 | -22 | -4 | -7 | -3
COC(=O)N1CCN(c2ccc(C(C)=O)cc2)CC1 | -1 | -5 | -2.1 | -0.4 | -1 | -6 | -4 | -3 | 0 | 2
COc1cc2cc(CN(CCc3cccc(C)c3)C(=S)NCCCN3CCOCC3)c(=O)[nH]c2cc1OC | -16 | 1 | -1.5 | -0.8 | 1 | 3 | -2 | . | -1 | 6
CCNC(=O)OCC(CC)NC(=O)OCC(C)C (centres undefined) | 8 | -4 | -0.7 | 3.6 | 1 | -2 | 11 | -4 | 12 | -5
CC(C)(C)NC(=O)/C(=C\c1ccc(Br)cc1)NC(=O)c1cccs1 | -4 | -3 | -1.3 | -0.3 | 2 | -3 | 36 | -6 | -1 | -13
COc1ccc(C(=O)/C=C2/c3ccccc3CC(C)(C)N2C)cc1 | -4 | 1 | . | 1.0 | -1 | -8 | -28 | -1 | -4 | 9
Cc1cc(C)n(-c2ccc(-n3ccnc3)nn2)n1 | 1 | -4 | -1.7 | 0.6 | 1 | -2 | 10 | 1 | 1 | -4
COc1ccc(S(=O)(=O)n2cnc3ccccc32)cc1OC | -9 | -5 | -2.7 | -1.3 | -2 | 2 | -10 | 1 | -3 | 3
COCCn1c(SCC(=O)Nc2cc(C)on2)nc2cc(Cl)ccc2c1=O | -3 | -1 | -0.7 | 1.4 | -2 | 10 | -7 | -2 | 3 | -17
CCc1nnc(NC(=O)COc2ccc([N+](=O)[O-])cc2)s1 | 2 | -4 | -0.4 | -1.9 | 3 | 0 | 13 | -3 | -4 | -11
COc1ccccc1N1CCN(Cc2cc3c(cc2O)OCO3)CC1 | -9 | -2 | -0.9 | 0.4 | -2 | 0 | . | -3 | 4 | 26
Cc1onc(-c2ccccc2Cl)c1C(=O)OCC(=O)c1ccc[nH]1 | -2 | 2 | -1.6 | -1.0 | -4 | -4 | -14 | 1 | -5 | -6
Cc1ccccc1S(=O)(=O)Cc1ccc(C(=O)N2CCN(c3cccc(C)c3C)CC2)o1 | -2 | -1 | -2.1 | 1.5 | -3 | -4 | . | -4 | -11 | 10
COCc1cc(=O)[nH]c(SCCS(=O)(=O)c2ccc(C)cc2)n1 | 6 | 1 | -0.1 | 1.0 | -2 | -5 | 23 | 0 | -3 | -6
CCCCn1c(N)c(N(CCC(C)C)C(=O)c2cccc(S(=O)(=O)N3CCN(C)CC3)c2)c(=O)[nH]c1=O | 1 | -1 | -0.3 | 0.9 | -2 | 7 | 24 | 5 | 0 | 0
CCN(CC)C(=O)CSc1nc2cc3c(cc2c(=O)n1Cc1ccc2c(c1)OCO2)OCO3 | -2 | -6 | -1.3 | -1.1 | 2 | -7 | -12 | -1 | 3 | 12
CC[C@@H]1C=C(C(=O)O)[C@H](c2ccc3c(c2)OCO3)N1S(=O)(=O)c1ccc(C)cc1 | -14 | -5 | -0.8 | -0.3 | 0 | 0 | 33 | -4 | 5 | -2
Cc1nc2ccccc2c2c1C(=O)N(c1ccc(C(=O)O)cc1)C2=O | -16 | -2 | -1.5 | 0.1 | 0 | -4 | 11 | . | 5 | 6
COc1ccc(/C=C(\C#N)C(=O)Nc2cccnc2)cc1 | -17 | -2 | -2.0 | -0.7 | 2 | 8 | -22 | 0 | 4 | -1
O=C(Nc1cccc(Cl)c1)c1cccc(Oc2ccc([N+](=O)[O-])cc2Cl)c1 | -10 | -2 | -2.4 | 0.1 | -7 | -4 | -22 | -3 | -1 | 5
CCOC(=O)C1=C(C)C(c2ccc(OC)cc2)NC(=O)N1 (centres undefined) | -1 | 0 | 0.3 | 0.3 | -1 | -16 | -4 | . | 5 | 4
O=C(Nc1c2c(nn1-c1ccc(F)cc1)CS(=O)(=O)C2)C1CCCC1 | -2 | 1 | -1.7 | 0.0 | 0 | -1 | 5 | 0 | -1 | -1
O=C(Nc1ccc(Cl)cn1)C1CCCN1S(=O)(=O)c1ccccc1 (centres undefined) | -5 | -4 | -6.0 | 1.1 | -3 | -4 | 1 | 0 | -3 | 9
COc1cc(C(=O)NCc2nnc(SCC(=O)Nc3nccs3)o2)cc(OC)c1OC | 1 | -4 | 0.1 | 0.9 | 0 | 0 | -11 | -7 | -1 | -17
COc1ccc(C(=S)N2CCN(C)CC2)cc1Br | -1 | -5 | -4.2 | -0.2 | 1 | 4 | 22 | -2 | 9 | -30
O=C(N=Nc1c(O)[nH]c2ccc(Cl)cc12)c1cc(-c2cccs2)nc2ccccc12 | 6 | -4 | 0.5 | 1.2 | 4 | -16 | -19 | 2 | 4 | 7
C=CCN1CCN(C(c2ccc(Cl)cc2)c2nnnn2CCc2ccc(OC)c(OC)c2)CC1 (centres undefined) | -6 | 2 | -4.6 | 0.3 | 1 | 0 | 23 | 0 | -3 | -7
CC1(C(=O)N2CCC(CC3CC(c4cccc(Br)c4)=NO3)(C(=O)NCC3CCCCC3)CC2)CC1 (centres undefined) | -9 | -5 | -1.9 | -0.9 | 0 | -13 | -7 | -1 | 6 | 2
COC(=O)c1c(NC(=O)c2ccccc2F)sc(C(=O)N2CCOCC2)c1C | -22 | -9 | -3.5 | -0.2 | -1 | 7 | . | -4 | 1 | 5
O=C(CCN1C(=O)c2ccccc2C1=O)OCn1nnc2ccccc2c1=O | -21 | -4 | -1.1 | -0.5 | -3 | 3 | -11 | 3 | 1 | -4
Cc1ccc(N2CCN(CC(O)COc3cccc(C)c3)CC2)cc1 (centres undefined) | -9 | -3 | 0.1 | 0.7 | -4 | -10 | -3 | 3 | -2 | 1
Cc1csc(NC(=O)CSc2nnc(-c3ccoc3C)n2C(C)c2ccccc2)n1 (centres undefined) | 12 | -7 | -0.5 | -5.5 | 1 | -5 | -12 | -1 | -6 | 21
O=C(Nc1cccc(Oc2ccc3c(c2)C(=O)NC3=O)c1)c1cccs1 | 10 | -2 | -4.7 | 1.1 | 2 | 4 | 6 | 5 | -2 | 3
COc1ccc(C2(CNS(=O)(=O)c3ccc(C)cc3)CCOCC2)cc1 | -4 | -1 | -1.1 | -0.1 | 0 | 11 | . | -2 | -1 | -4
COc1cc(OC)nc(Oc2ccccc2C(=O)Oc2ccc(F)cc2Cl)n1 | -11 | -1 | -3.2 | -0.6 | -12 | -2 | -8 | -3 | 2 | -2
c1ccc(COc2cccc(CNCc3ccccn3)c2)cc1 | -9 | -7 | -2.5 | 1.8 | 0 | -1 | 3 | 0 | 6 | -5
COc1ccccc1C(=O)NCCC(=O)Nc1ccncc1 | 3 | 0 | -1.7 | 0.4 | 1 | -19 | -5 | -2 | -1 | 0
COc1ccc(C(C(=O)NC(C)(C)C)N(C(=O)CNC(=O)c2cccs2)c2cccnc2)cc1OC (centres undefined) | 7 | 2 | -1.2 | -1.2 | -1 | 6 | 7 | -6 | -5 | -7
COc1cc(OC)cc(-c2nc3ccccc3c(=O)n2OC(=O)c2ccc(Br)cc2)c1 | 7 | 0 | -1.2 | -0.8 | -1 | 10 | 11 | -6 | -5 | -5
O=C(O)CCn1ccnc1-c1ccccc1 | -21 | -5 | -0.4 | 0.4 | -1 | 1 | 22 | -1 | 7 | -7
Cc1ccc(N2CC(C(=O)N3CCC(C(=O)NCCCOC(C)C)CC3)CC2=O)cc1 (centres undefined) | -10 | -2 | -1.6 | -1.2 | -1 | 3 | 0 | -2 | -1 | 3
COc1ccccc1-n1cnc2cc(NCc3ccco3)ccc21 | -3 | -7 | -1.2 | -0.3 | 4 | 5 | -76 | -3 | 7 | -3
Cc1cc(N=Cc2c(O)ccc3ccccc23)no1 | -1 | -1 | . | 1.0 | -1 | 4 | 12 | -3 | -8 | 10
O=c1cc(C(F)(F)F)nc(-c2ccccc2OC(F)(F)F)[nH]1 | 1 | -3 | 0.2 | -1.6 | 3 | 3 | 12 | . | 6 | -5
COc1ccc(-c2oc3ccc(-c4cc(OC)c(OC)c(OC)c4)cc3c2C#Cc2ccccn2)cc1 | -4 | -9 | -0.1 | -1.2 | -1 | 6 | -56 | -5 | 2 | -16
C=CCC1NS(=O)(=O)OC(COC)C1C (centres undefined) | -13 | -8 | -0.1 | 1.0 | 1 | -13 | 5 | -3 | -2 | 5
COCCCNC(=O)Cn1cc2c(n1)CCCCC2 | -9 | 2 | 0.9 | 0.1 | -1 | -1 | 3 | 8 | -3 | 3
COc1ccc(CCNS(=O)(=O)c2ccc3c(c2)OCCO3)cc1 | 3 | -5 | . | -0.1 | -2 | -2 | 40 | -9 | 1 | 8
C=C(C)c1cccc(C(C)(C)NC(=O)N2CCCC(C(N)=O)C2)c1 (centres undefined) | -1 | 3 | -0.4 | 1.2 | 0 | -4 | 7 | -3 | 3 | -14
COC(=O)c1ccc(S(=O)(=O)NCc2ccco2)o1 | -4 | -4 | -1.3 | 3.6 | -1 | -2 | 10 | . | 7 | 1
COc1ccc(NS(=O)(=O)c2cccc(C(=O)N(C)CC(=O)Nc3ccc(C)cc3)c2)cc1 | -2 | 2 | -2.5 | 0.1 | 1 | -1 | 3 | -2 | -6 | 10

Compound activity as filed in PubChem BioAssay.
